# Screening data deposited in PubChem by several laboratories.
# TNF necrop inh = inhibitors of TNF-alpha triggered necroptosis, primary screen, cell-based, Jurkat FADD-/-, single concentration | Jurkat FADD-/- TNF necroptosis rescue, ATP luminescence, 24 h; 0 = TNF only, 100 = no-TNF cells | activation (protection from cell death), % at 10 µM | 220,000 tested, 0.068% active;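 active means activation, meaning protection from cell death, of at least 50% relative to plate controls; inactive means activation below 50%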;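 further: necroptosis triggered by 40 ng/mL TNF-alpha added together with compound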
# L929 necroptosis = inhibitors of zVAD-triggered necroptosis, primary screen, L929 cells; L929 zVAD necroptosis rescue, ATP luminescence, 24 h; with zVAD 60 µM; viability rescue, % at 10 µM; 220,000 tested, 0.38% active; AID 1377, 2008;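 active means activation, scaled between plate controls, above about 75%, limit read from the data; inactive means activation under that limit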;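 further: 0% = zVAD with DMSO and 100% = DMSO alone without zVAD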
# m-calpain inh = inhibitors of pig calpain II, primary screen, biochemical, fluorogenic peptide substrate, 1536-well. 220,000 tested, 0.37% active. inhibition, % at 16 µM. purified calpain II, 30 min;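 active means inhibition above about 50%, limit read from the data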
# EBV gp42 block = Epstein-Barr virus gp42 inhibitors, primary screen, biochemical, uHTS, fluorescence polarization; inhibition, % (tested at 21.74 µM); AID 1085, 2008; Fluorescence polarization binding assay, mP read-out; Glycoprotein 42 (Epstein-Barr virus (strain AG876)), Q1HVG2; 220,000 tested, 0.42% active; in the data active means inhibition above about 50%
# Target sequence (Q1HVG2 whole entry, looked up): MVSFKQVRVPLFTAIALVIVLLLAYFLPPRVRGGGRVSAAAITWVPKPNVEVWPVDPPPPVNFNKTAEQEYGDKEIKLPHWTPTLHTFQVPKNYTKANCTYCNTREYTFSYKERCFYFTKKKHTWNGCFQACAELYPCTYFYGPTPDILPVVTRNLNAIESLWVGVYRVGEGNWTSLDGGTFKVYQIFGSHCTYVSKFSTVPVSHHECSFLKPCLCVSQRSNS
# MDM2 E3 inh = MDM2-luciferase reporter signal enhancers, primary screen, MDM2 E3 ligase inhibitor project, cell-based, luminescence, 1536-well. E3 ubiquitin-protein ligase Mdm2 (Homo sapiens), Q00987. cell-based MDM2 ubiquitination luciferase reporter, 2 h; 0 = plate control, 100 = twice control, blank-subtracted. signal enhancement, % at 5 µM. 210,000 tested, 0.11% active;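 active means signal enhancement of 30% or more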;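 further: luminescence tracks abundance of the self-degrading MDM2-luciferase fusion protein; higher signal means inhibition of MDM2 E3 ligase activity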
# Target sequence (Q00987 whole entry, looked up, the tested form may be a part): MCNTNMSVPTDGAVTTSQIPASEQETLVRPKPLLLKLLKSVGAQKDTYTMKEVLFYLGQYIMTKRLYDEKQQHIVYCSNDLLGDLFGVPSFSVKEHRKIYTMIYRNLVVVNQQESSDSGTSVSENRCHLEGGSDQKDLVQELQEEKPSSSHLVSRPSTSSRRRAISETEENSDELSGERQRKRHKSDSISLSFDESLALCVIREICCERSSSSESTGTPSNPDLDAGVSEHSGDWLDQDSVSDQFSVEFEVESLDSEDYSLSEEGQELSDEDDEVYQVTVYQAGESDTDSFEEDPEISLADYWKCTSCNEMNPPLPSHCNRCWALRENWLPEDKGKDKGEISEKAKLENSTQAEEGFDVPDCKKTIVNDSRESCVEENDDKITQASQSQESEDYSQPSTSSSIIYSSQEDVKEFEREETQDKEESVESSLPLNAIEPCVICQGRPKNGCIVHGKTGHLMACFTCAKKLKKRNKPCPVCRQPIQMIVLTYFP
#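 Assay system: stable mammalian line carrying autodegrading MDM2–luciferase fusion reporter; Input: 2000 cells in each well; Compound dosing: single-point 5 µM; Schedule: 2 h compound exposure at 37 °C; Signal: SteadyLite luciferase luminescence after 15 min room-temperature reagent incubation; Evaluation: % luminescence enhancement versus blank-corrected plate control mean; Benchmarks: plate controls and plate blanks.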
# eIF4E 4G PPI = eIF4E–eIF4G protein interaction inhibitors, primary screen, biochemical, uHTS, TR-FRET, eIF4GI fragment; Eukaryotic translation initiation factor 4E (Mus musculus) + Eukaryotic translation …; TR-FRET eIF4E-eIF4GI(517-606) binding, 2 h; inhibition, % at 21.7 µM; 220,000 tested, 0.37% active; AID 782, 2007;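 active means inhibition above about 30%, limit read from the data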;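 further: 0% = full FRET control wells and 100% = background wells lacking eIF4GI fragment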
# PERK inh = block of dimerizer-induced PERK translation repression, primary screen, PERK inhibitor project, CHO PERK-DD cells, SEAP luminescence, HTS; Eukaryotic translation initiation factor 2-alpha kinase 3 (Homo sapiens), Q9NZJ5; CHO PERK-DD fusion, SEAP luminescence translation reporter; inhibition, % at 5.6 µM; 220,000 tested, 0.17% active; AID 1416, 2008;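 active means inhibition above the mean inhibition of all tested compounds plus 3 SD, set separately per screening campaign, cut at about 2.9% in these data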;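 further: PERK kinase domain activated by AP20187 dimerizer at 100 nM; 0% = DMSO with dimerizer and 100% = rapamycin at 8.4 µM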
# Rad51 HR inh = human RAD51 strand exchange inhibitors, primary screen, biochemical, fluorescence; hRad51 DNA strand exchange, fluorescence dequenching; AID 1385, 2008; DNA repair protein RAD51 homolog 1 (Homo sapiens), Q06609; 200,000 tested, 0.085% active; inhibition, % at 10 µM;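 active means inhibition above 40% at the single screening dose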;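 further: 0% = DMSO control wells and 100% = blanks with heterologous ssDNA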
# Target sequence (Q06609 whole entry, looked up): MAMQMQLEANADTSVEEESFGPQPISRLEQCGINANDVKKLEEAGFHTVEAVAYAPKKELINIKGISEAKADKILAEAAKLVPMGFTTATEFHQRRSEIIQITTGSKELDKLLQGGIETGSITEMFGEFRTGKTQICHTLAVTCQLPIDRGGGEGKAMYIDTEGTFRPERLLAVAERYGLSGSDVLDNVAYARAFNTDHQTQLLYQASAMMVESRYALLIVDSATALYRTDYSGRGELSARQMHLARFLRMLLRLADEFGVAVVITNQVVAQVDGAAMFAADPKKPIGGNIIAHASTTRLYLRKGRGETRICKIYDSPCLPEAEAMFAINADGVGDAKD
#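 Test system: preformed human Rad51 ssDNA filaments; also added: Donor/quencher-labelled 47-bp dsDNA substrate; doses: 10 µM final, single point; times: 37 °C 15-min filament assembly, 30-min compound preincubation, 15-min exchange; detection: FRET fluorescence dequenching, excitation 485 nm, emission 520 nm; read-out basis: Fluorescence-based percent inhibition, control- and blank-normalised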
# KCC2 mod = KCC2 cotransporter modulators, thallium flux, primary screen, cell-based, HEK293 KCC2, FluoZin-2 fluorescence, MLSMR; KCC2 cells, thallium flux FluoZin-2 fluorescence; Solute carrier family 12 member 5 (Homo sapiens), Q9H2X9; B-score of Tl+ flux slope (higher = more flux/activation; lower = inhibition) at 10 µM; 190,000 tested, 2.2% active;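 active means thallium flux slope and its plate-corrected score both differing from the plate sample mean at a set confidence after two filtering rounds, in either direction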;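 further: slope of fluorescence scaled to starting intensity during 10 to 20 s after thallium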
# * marks the source's active call; other numbers are inactive results; nt = not tested or not shown; [ ] = another dose, or the depositor's remark.
SMILES,TNF necrop inh,L929 necroptosis,m-calpain inh,EBV gp42 block,MDM2 E3 inh,eIF4E 4G PPI,PERK inh,Rad51 HR inh,KCC2 mod
COc1ccc(-c2nc(CSCC(=O)NCCC3=CCCCC3)c(C)o2)cc1OC,-1.7,-0.4,4,-14,-4,-3,-1.8,-6,nt
Cc1ncoc1C(=O)N1CCCC(C(=O)c2cccc(C(F)(F)F)c2)C1 (stereo unspecified),0.8,4.9,-25,7,0,-7,0.8,12,-0.0042
CC(C)C(c1nnnn1Cc1ccccc1)N1CCc2ccccc2C1 (stereo unspecified),1.2,-1.5,7,-23,-15,-1,0.5,0,-0.34
N#C/C(=C\Nc1ccc(Cl)cn1)S(=O)(=O)c1ccccc1,2.5,-0.4,40,-3,-11,9,1.0,-8,0.8
Cc1nn(Cc2ccccc2Cl)c(C)c1NC(=O)CSc1n[nH]c(C)c1[N+](=O)[O-],1.0,0.8,20,6,-10,4,0.8,1,1.1
CCCn1c(=N)n(CC(=O)O)c2ccccc21,-2.3,0.7,-3,-19,0,-1,1.4,1,-1.3
S=C(NCCc1ccccc1)N1CCn2cccc2C1c1ccncc1 (stereo unspecified),0.1,-0.9,-10,-11,-17,-2,0.1,-5,-2.4
Cc1cccc(NC(=O)C2CCN(S(=O)(=O)c3cccc4cccnc34)CC2)n1,-2.1,0.8,-4,-29,-11,0,-0.5,2,-0.11
CCOc1ccc(N2C(=O)/C(=C/c3cccs3)N(CC(=O)OC)C2=S)cc1,-3.5,0.2,-23,2,-8,4,-0.6,9,0.22
COc1cccc(CNC(=O)CCC2CCCN(C(=O)c3cc(C)on3)C2)c1 (stereo unspecified),-0.4,0.9,-20,-1,-2,1,0.4,10,0.18
O=C(O)CCC(=O)N1CC=C(c2ccccc2)CC1,-1.1,-0.1,12,-15,-17,-2,0.8,-4,1.3
CCN(c1ccccc1)S(=O)(=O)c1ccc(N)cc1,0.3,0.9,1,-7,-30,1,-0.2,5,nt
O=C(NCc1ccccn1)C1CCCN(S(=O)(=O)c2ccc(Br)cc2)C1 (stereo unspecified),-1.1,0.6,12,-8,17,-11,0.3,-3,-0.11
O=S(=O)(c1ccccc1)c1cnc(-c2cccnc2)nc1-c1ccc(Cl)cc1Cl,-3.2,0.1,18,4,-6,-12,-0.7,2,-0.11
CCc1onc(C)c1C(=O)O,-0.4,1.4,7,-4,8,1,0.2,5,-0.9
CCOC(=O)CSc1nc2c([nH]c3ccccc32)c(=O)n1C,2.7,5.7,5,-14,-5,nt,0.2,-3,0.41
O=C(/C=C/c1ccccc1Cl)N1CCN(c2ncccn2)CC1,0.5,-0.2,16,-14,-11,-3[fluorescence artefact?],-0.5,-8,-1.2
COc1ccccc1-n1c(CNc2c(C)cccc2C)nnc1SCC(=O)N1CCOCC1,0.0,-0.1,16,-3,-11,nt,0.0,5,0.21
CN1c2ccc(Cl)cc2C(=O)NC1c1ccc([N+](=O)[O-])s1 (stereo unspecified),-8.2,-0.7,-3,2,-15,-1,0.7,10,-2
Fc1ccccc1OCCCCCCN1CCCC1,-2.8,0.0,-24,-24,-14,0,0.7,nt,0.66

# 12 of these compounds in another layout.
SMILES	TNF necrop inh	L929 necroptosis	m-calpain inh	EBV gp42 block	MDM2 E3 inh	eIF4E 4G PPI	PERK inh	Rad51 HR inh	KCC2 mod
COc1ccc(-c2nc(CSCC(=O)NCCC3=CCCCC3)c(C)o2)cc1OC	-1.7	-0.4	4	-14	-4	-3	-1.8	-6	nt
Cc1ncoc1C(=O)N1CCCC(C(=O)c2cccc(C(F)(F)F)c2)C1 (stereo unspecified)	0.8	4.9	-25	7	0	-7	0.8	12	-0.0042
CC(C)C(c1nnnn1Cc1ccccc1)N1CCc2ccccc2C1 (stereo unspecified)	1.2	-1.5	7	-23	-15	-1	0.5	0	-0.34
N#C/C(=C\Nc1ccc(Cl)cn1)S(=O)(=O)c1ccccc1	2.5	-0.4	40	-3	-11	9	1.0	-8	0.8
Cc1nn(Cc2ccccc2Cl)c(C)c1NC(=O)CSc1n[nH]c(C)c1[N+](=O)[O-]	1.0	0.8	20	6	-10	4	0.8	1	1.1
CCCn1c(=N)n(CC(=O)O)c2ccccc21	-2.3	0.7	-3	-19	0	-1	1.4	1	-1.3
S=C(NCCc1ccccc1)N1CCn2cccc2C1c1ccncc1 (stereo unspecified)	0.1	-0.9	-10	-11	-17	-2	0.1	-5	-2.4
Cc1cccc(NC(=O)C2CCN(S(=O)(=O)c3cccc4cccnc34)CC2)n1	-2.1	0.8	-4	-29	-11	0	-0.5	2	-0.11
CCOc1ccc(N2C(=O)/C(=C/c3cccs3)N(CC(=O)OC)C2=S)cc1	-3.5	0.2	-23	2	-8	4	-0.6	9	0.22
COc1cccc(CNC(=O)CCC2CCCN(C(=O)c3cc(C)on3)C2)c1 (stereo unspecified)	-0.4	0.9	-20	-1	-2	1	0.4	10	0.18
O=C(O)CCC(=O)N1CC=C(c2ccccc2)CC1	-1.1	-0.1	12	-15	-17	-2	0.8	-4	1.3
CCN(c1ccccc1)S(=O)(=O)c1ccc(N)cc1	0.3	0.9	1	-7	-30	1	-0.2	5	nt

# Further structures
SMILES,TNF necrop inh,L929 necroptosis,m-calpain inh,EBV gp42 block,MDM2 E3 inh,eIF4E 4G PPI,PERK inh,Rad51 HR inh,KCC2 mod
CCNc1ccc(C(=O)OCC(=O)N2c3ccccc3NC(=O)C2(C)C)cc1[N+](=O)[O-],1.6,0.4,13,-3,0,-8,-0.6,0,-0.056
O=C(O)c1ccc2c(c1)CC(c1ccccc1)OC2=O (stereo unspecified),-0.8,0.0,18,-8,-13,-1,0.6,5,-0.16
O=c1c2c(nc3cc(-c4cccc(F)c4)[nH]n13)CCC2,-1.7,3.6,-243,-9,-31,4,0.7,-5,0.32
CCn1cc(C(=O)NCc2ccccn2)c(=O)c2cc(F)c(N3CCN(C)CC3)cc21,nt,nt,-57,-5,-15,-2,nt,3,nt
Cc1sc(Cc2nc(O)cs2)nc1-c1ccccc1,0.5,1.1,-12,-14,-9,-5,-0.3,6,3.9
Cc1cccc(NC(c2ccc(O)cc2)c2ccc3ccc(C)nc3c2O)n1 (stereo unspecified),0.8,0.3,-62,-4,-6,-2,2.7,13,0.97
COC(=O)C1=C(NC(=O)c2ccc(Br)cc2)CCS1,1.3,2.0,-6,-14,-14,-1,1.6,2,-0.21
COc1ccc2nc(NC(=O)CSc3nnnn3C3CCCCC3)sc2c1,1.2,0.1,11,-10,2,-1,-0.5,-3,0.37
O=C(O)c1cccnc1Oc1ccccc1,-1.8,-0.4,12,-15,-3,-2,0.9,nt,0.83
CC(C)NS(=O)(=O)c1ccc(CCC(=O)Nc2ccc3c(c2)OCO3)cc1,-0.9,-0.5,7,3,-7,4[fluorescence artefact?],0.8,9,-0.14
Nc1nc(CN2CCOCC2)cs1,1.1,1.7,-10,-7,5,3,-0.1,1,nt
Cc1nn(-c2ccccc2)c2c1C1(C(=O)N(C)c3ccccc31)C(C#N)=C(N)O2 (stereo unspecified),-8.0,1.4,9,-10,-10,-4,0.4,-9,-0.91
CC(C)NCC(O)COc1ccc(Br)cc1 (stereo unspecified),2.5,1.2,20,-16,-12,5,0.8,2,0.089
O=C(N/N=C/c1ccc2cccc(OCc3ccccc3)c2n1)c1ccc(Br)cc1,-14,2.6,-317,-81,-8,-20,-0.2,-3,11*
Cc1ccc(C(=O)C[n+]2cc(Br)cc(Br)c2)cc1[N+](=O)[O-],0.8,0.3,3,-8,-15,-6,0.3,-5,0.24
Cc1cccc(N=C2NC(=O)/C(=C/c3cccnc3)S2)c1C,0.5,2.5,-11,-9,-9,-2,-0.2,nt,-0.088
N#CCSc1nnc(CNc2cccc(Cl)c2)o1,4.2,1.4,11,1,-29,nt,0.9,-10,0.74
O=C(CSc1nnc(COc2ccc(Cl)cc2)o1)N1CCOCC1,1.0,1.9,3,3,-4,-1,0.4,0,0.32
O=[N+]([O-])c1ccc(O)c(/C=N/NC(=S)Nc2ccc(Cl)cc2Cl)c1,0.5,2.7,36,-4,-13,-1,0.2,12,9.2*
CCCN(Cc1ccccc1)C(=S)Nc1ccc(C(C)=O)cc1,0.7,-0.4,0,-13,1,-4,-0.2,2,0.97
Cn1nnc2cc(C(=O)Nc3cccnc3)ccc21,-2.5,0.2,20,-13,-4,-3,1.0,-7,-0.31
COc1cc(C2=Nc3c(c(C)nn3-c3ccccc3)P(=O)(N3CCOCC3)O2)cc(OC)c1OC (stereo unspecified),-0.6,0.5,-19,-5,9,0,0.1,-7,0.81
CC(C)(C)NCC(O)Cn1cc(C=O)c2ccccc21 (stereo unspecified),0.0,2.0,12,-4,-12,0,0.3,9,-0.45
CCOC(=O)C(=NCC1CCCO1)NNc1cc(Cl)ccc1Cl (stereo unspecified),1.6,1.0,-11,-19,nt,-12,1.2,nt,0.027
O=[N+]([O-])c1ccc(/C=N/Nc2nc(N3CCCCC3)nc(N3CCCCC3)n2)cc1,1.1,28,-19,-7,-2,1,-0.5,-64,0.13
CCOC(=O)C1=C(C)NC(=O)NC1c1c(C)nn(-c2ccccc2)c1Cl (stereo unspecified),5.1,3.9,18,-9,-20,3,-0.3,9,-0.36
Cc1ccc(CN(C)C(=O)C2CCCN2C(=O)c2cccs2)o1 (stereo unspecified),-1.2,-0.6,2,-10,-13,0[fluorescence artefact?],1.0,-1,nt
CCCCSc1nnc([C@H](CC(C)C)NC(=O)OC(C)(C)C)o1,-1.2,0.8,25,-9,-15,6,-1.0,4,-0.36
O=C(COC(=O)C1CCN(S(=O)(=O)c2ccc3c(c2)OCCO3)CC1)Nc1cccc2ccccc12,0.9,0.6,-90,-4,-10,-6[fluorescence artefact?],-0.1,-6,0.031
OC(COc1cccc2ccccc12)CN1CCCC1 (stereo unspecified),1.2,0.2,-25,-16,nt,-5,-0.7,-7,-0.19
Cc1ccc(-c2[nH]c(-c3ccc(C(=O)O)cc3)nc2-c2ccccc2)cc1,-0.4,1.6,-442,12,1,4,0.9,nt,0.015
Cc1ccccc1NC(=O)CSC1=NCCN1,-0.4,101*,-12,-3,-8,-5[fluorescence artefact?],0.8,2,-0.26

# Not a hit list (roughly 3.6% active in at least one column).
